High-throughput results from PubChem.
PhoP inhibition = PhoP-dependent GFP reporter repression – Salmonella Typhimurium, primary screen (AID 1863) | S. Typhimurium PhoP-regulated promoter GFP reporter, 4 h; higher % means a stronger effect | 300,000 compounds, 0.16% hits | one-dose inhibition, % at 50 µM; IC50 in µM for titrated hits;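 active means inhibition over 29.93%, a cutoff 3 SD above the screen mean, later confirmed by dose response; inconclusive means inhibition over 29.93% but no dose response follow-up; inactive means inhibition at most 29.93% or unconfirmed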;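 further: 0% = low Mg2+ inducing control and 100% = high Mg2+ repressing control; strong numbers were not always called active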
NTR1 agonist = NTR1-driven beta-arrestin-GFP spot formation – imaging, U2OS cells, high content, primary screen (AID 493036); agonist mode; 330,000 compounds, 0.17% hits; activation, % at 20 µM; P30989;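 active means activation at or above 40% of the spot to cytoplasm intensity ratio, with at least 20 cells analyzed; inconclusive means wells under 20 cells, flagged as cytotoxic or low count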;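 further: 0% = DMSO without peptide and 100% = 100 nM NTR1 peptide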
Target sequence (P30989 whole entry, looked up): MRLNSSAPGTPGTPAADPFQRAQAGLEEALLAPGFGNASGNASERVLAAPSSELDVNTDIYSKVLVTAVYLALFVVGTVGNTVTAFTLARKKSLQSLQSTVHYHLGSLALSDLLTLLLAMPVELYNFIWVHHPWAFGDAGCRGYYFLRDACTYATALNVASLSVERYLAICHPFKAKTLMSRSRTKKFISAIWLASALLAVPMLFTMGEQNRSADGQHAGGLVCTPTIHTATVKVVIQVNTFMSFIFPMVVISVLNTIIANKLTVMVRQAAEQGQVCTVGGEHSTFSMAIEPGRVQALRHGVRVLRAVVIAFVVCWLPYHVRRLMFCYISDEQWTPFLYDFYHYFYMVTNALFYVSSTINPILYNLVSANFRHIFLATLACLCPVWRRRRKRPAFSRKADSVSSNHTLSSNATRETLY
RSV antiviral HEp-2 = RSV antiviral activity via CPE protection, HEp-2 cells, primary 10 µM value included (AID 2391) | CPE inhibition, % at 10 µM; hits with a dose series show IC50 in µM | 310,000 compounds, 0.13% hits | HEp-2 cells, RSV-induced CPE inhibition; higher % means a stronger effect; in the data active means a potency from the dose series; inconclusive means CPE inhibition mostly from about 23% at the one dose, without a potency; inactive means the rest, 99 in 100 with CPE inhibition below about 21%; further: strong numbers were not always called active
T cell HTS = T cell immune modulation candidate; 330,000 compounds, 0.068% hits; AID 2052; calls only at 7 µM; 2C CD8+ T cell-vesicle binding, flow cytometry; stronger effect = lower value;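 active means response, share of CD8 T cells binding vesicles, and their 90th percentile fluorescence all below set limits, cut at about 80% in these data, passing the limit was not always enough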
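incubation = binding step 1.5 h, 37 °C, antibody labelling 20 min, ice | test system = 2C mouse CD8+ T cells | read-out basis = percent CD8+ FL2 mean versus row control | controls = Peptide-free naked vesicles (low) and QL9 vesicles with 0.7% DMSO vehicle (high) | detection = flow cytometry of vesicle-bound cells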
Dengue-2 NS5 capping = Dengue-2 NS5 methyltransferase inhibitors, primary screen, biochemical, confirmation dose response (AID 588689); Dengue-2 NS5 methyltransferase capping enzyme assay, biochemical; higher % means a stronger effect; 340,000 compounds, 0.3% hits; inhibition, % at 25 µM; hits with a dose series show IC50 in µM; in the data active means a potency from the dose series; inconclusive means inhibition above about 29% without an active follow-up result
West Nile virus CPE = inhibition of WNV-induced cytopathic effect – cell-based, CPE readout (AID 1621) | West Nile virus-infected cells, CPE inhibition; higher % means a stronger effect | CPE inhibition, % at 10 µM; hits with a dose series show IC50 in µM | 290,000 compounds, 0.02% hits; in the data active means a potency from the dose series; inconclusive means CPE inhibition mostly from about 3.7% at the one dose, without a potency; inactive means the rest, 99 in 100 with CPE inhibition below about 2.2%; further: strong numbers were not always called active
Large T inhibition = TAg ATPase/helicase activity blockers – biochemical (AID 1903); SV40 large T antigen ATPase/helicase inhibition assay; higher % means a stronger effect; inhibition, % at 20 µM; hits with a dose series show IC50 in µM; 310,000 compounds, 0.39% hits; in the data active means a potency from the dose series; inconclusive means inhibition mostly from about 32% at the one dose, without a potency; inactive means the rest, 99 in 100 with inhibition below about 32%; further: strong numbers were not always called active
MgcRacGAP inhibition = MgcRacGAP GTPase-activating activity inhibitors, confirmation, biochemical, ADP Hunter fluorescence | MgcRacGAP-stimulated Rac1 GTP hydrolysis, ADP Hunter fluorescence; higher % means a stronger effect; GST-tagged Rac1 F28L mutant substrate | one-dose inhibition, % at 30 µM; IC50 in µM for titrated hits | 340,000 compounds, 0.6% hits;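 active means first-screen hits whose inhibition reached a set limit at any dose in the follow-up dose series; inconclusive means inhibition above the set first-screen limit but never retested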;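 further: fluorescence reports GDP produced by GAP-driven GTP hydrolysis; strong numbers were not always called active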
K1F lysis inhibition = inhibition of K1F phage lysis, E. coli UTI89, bacterial capsule biogenesis inhibitors, alamar blue (AID 488966); E. coli UTI89 K1F phage lysis, alamar blue, 2 h; higher % means a stronger effect; 340,000 compounds, 0.02% hits; inhibition, % at 100 µM; hits with a dose series show IC50 in µM;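 active means phage lysis inhibition, versus mean bacterial control, above a set limit; inconclusive means no clear call, values can overlap the other calls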;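 further: capsule biogenesis inhibitors block K1F phage lysis so surviving cells raise fluorescence; higher fluorescence means more inhibition of phage lysis; actives were called in the ten point dose series up to 300 µM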
T cell HTS vesicle-bound % = second read-out of T cell HTS, no call of its own (marks repeat the call); double positive events, %; measured here: CD8+ vesicle-bound cell fraction;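 binding gate set so that unloaded-vesicle control wells show 10% double positive cells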
NTR1 agonist cell count 20 µM = second read-out of NTR1 agonist, no call of its own (marks repeat the call); cell count; measured here: cell count, cytotoxicity flag
Dengue-2 NS5 capping pilot replicate = second read-out of Dengue-2 NS5 capping, no call of its own (marks repeat the call); inhibition, %; measured here: pilot screen replicate inhibition
* hit, by the source's call; i = inactive; ? = inconclusive; . = no result given; [ ] = dose if it differs, or a comment. This is a random part of the collection; overall some 1.5% were active at least once.

SMILES | PhoP inhibition | NTR1 agonist | NTR1 agonist cell count 20 µM | RSV antiviral HEp-2 | T cell HTS | T cell HTS vesicle-bound % | Dengue-2 NS5 capping | West Nile virus CPE | Large T inhibition | MgcRacGAP inhibition | K1F lysis inhibition | others
CC1CCCN(C(=O)COC(=O)CNS(=O)(=O)c2ccc3ccccc3c2)C1 (stereo not given) | 6% | 1.7 | 54 | -0.3% | i | 31 | 4% | . | 24% | 12% | 0.4%[50 µM]
O=C(Cn1cc(C(=O)C2CC2)c2ccccc21)NCc1ccccc1 | 7% | 0.2 | 44 | -0.2% | i | 18 | 2% | 0.0% | 14% | 12% | 0.5%
N#C/C(=C(/O)COC(=O)c1cccnc1Cl)c1nc2ccccc2[nH]1 | -1% | -1.7 | 35 | 3.1% | i | 23 | -15% | -0.9% | 25% | 5% | 0.2%
Fc1ccc(-c2nc(-c3cccs3)[nH]c2-c2ccc(F)cc2)cc1 | 8% | 17 | 45 | 4.9% | i | 44 | -5% | -0.5% | 0% | 7% | 0.4%
CCN(c1ccccc1)S(=O)(=O)c1ccc(C(=O)N(CCCN(C)C)c2nc3c(C)cccc3s2)cc1 | 4% | 13 | 58 | 2.6% | i | 12 | -3% | -0.5% | 5% | 4% | 0.6%[50 µM]
O=C(CCc1nc(-c2cccs2)no1)NCc1ccc(F)cc1Cl | 13% | -1.8 | 55 | 2.4% | i | 39 | 0% | -0.1% | 9% | 4% | 0.3%
CC(Sc1ncccn1)C(=O)Nc1ccc2c(c1)OCO2 (stereo not given) | . | -2.7 | 36 | . | i | 5 | 3% | . | . | 6% | 0.6%[50 µM]
O=C(CN(Cc1ccccc1Cl)C(=O)CN1C(=O)CSc2ccccc21)NC1CC1 | 2% | -0.5 | 46 | 2.6% | i | 28 | 1% | -0.5% | 6% | 6% | -0.1%
CC1=CS/C(=C(/C#N)C(=O)N2CCOCC2)N1c1ccccc1 | -2% | -0.4 | 42 | 1.4% | i | 24 | -3% | 0.7% | 4% | 2% | 5.2%
C=C(C)C1CC=C(C)/C(=N/NC(=O)COc2ccc(C)cc2)C1 (stereo not given) | -2% | 5.1 | 88 | 0.9% | i | 59 | -9% | -0.3% | -4% | 4% | 0.0% | Dengue-2 NS5 capping pilot replicate=-4.2
Cc1ccc(C(C(=O)NC2CCCC2)N(C(=O)CCC(=O)Nc2cc(C)on2)c2ccccc2)cc1 (stereo not given) | 6% | 1.1 | 77 | -0.3% | i | 5 | -2% | -0.7% | 5% | -1% | 0.3%
N#CC1(Nc2ccccc2)C(=O)Nc2ccccc21 (stereo not given) | -8% | -2.4 | 52 | 0.1% | i | 23 | -4% | -0.2% | 13% | -2% | 1.4%
CC1CCCC(NC(=O)COC(=O)/C=C/c2ccc(F)cc2)C1C (stereo not given) | . | 3.9 | 44 | . | i | 10 | -1% | . | . | 5% | 0.8%[50 µM]
CCOC(=O)N1CCN(Cc2c(F)cccc2Cl)CC1 | 1% | 0.0 | 85 | . | i | 36 | 1% | -0.1% | 8% | 17% | 8.8%
O=C(NCC(=O)N1CCN(c2ccccc2)CC1)c1ccccc1 | -5% | -0.5 | 70 | 2.8% | i | 46 | -5% | -0.3% | 15% | 12% | 0.4%
COc1cc2c(cc1OC)C(C(=O)Nc1ccc(F)c(Cl)c1)CC(=O)N2 (stereo not given) | 5% | 0.3 | 62 | 2.0% | i | 32 | -7% | -0.6% | 5% | 6% | 0.8%
COc1ccc(Cl)cc1NC(=O)CN(C)C(=O)C1COc2ccccc2O1 (stereo not given) | . | 1.5 | 51 | . | i | 7 | 2% | . | . | -8% | -0.2%[50 µM]
Cn1ncc(SCc2ccccc2)c(Cl)c1=O | -1% | 1.0 | 65 | . | i | 28 | . | -1.4% | 16% | . | .
Cc1ccc2c(c1)C(O)(CC(=O)c1ccc3c(c1)OCO3)C(=O)N2 (stereo not given) | -1% | -2.3 | 66 | 1.1% | i | 9 | 0% | 0.3% | 8% | 10% | 3.9%
NC(=O)C1CCN(C(=O)CNC(=O)c2ccccc2)CC1 | -6% | -1.2 | 43 | 0.9% | i | 28 | -3% | 0.0% | 5% | 11% | -0.4%
CNC(=O)/C(C#N)=C/c1ccc(-c2ccccc2[N+](=O)[O-])o1 | 7% | 0.1 | 51 | -0.7% | i | 45 | 12% | -0.1% | 2% | 12% | -0.6%
O=C(O)c1cccc(NC(=S)NCc2ccccc2)c1 | 1% | -1.4 | 55 | 1.4% | i | 33 | 1% | -0.1% | -3% | 14% | 3.4%
COc1ccccc1C(=O)N1CC(=O)Nc2ccc(F)cc2C1c1ccccc1 (stereo not given) | 0% | -0.3 | 48 | 1.9% | i | 58 | -13% | 0.9% | 6% | 2% | 0.2%
CC(C)(C)c1cc(C(=O)N2CCN(c3ncccn3)CC2)ccn1 | 0% | 1.3 | 40 | 3.9% | i | 9 | -4% | -1.2% | 1% | 2% | 0.1%
Cn1c(-c2ccco2)nc2cc3ccccc3cc21 | -15% | 4.6 | 105 | ? | i | 45 | -2% | -0.8% | 14% | 9% | -0.3%

Additional records:
SMILES | PhoP inhibition | NTR1 agonist | NTR1 agonist cell count 20 µM | RSV antiviral HEp-2 | T cell HTS | T cell HTS vesicle-bound % | Dengue-2 NS5 capping | West Nile virus CPE | Large T inhibition | MgcRacGAP inhibition | K1F lysis inhibition | others
Cc1ccc(NC(=O)Cn2nc(C)cc2C)cc1 | 0% | 1.4 | 69 | 0.7% | i | 33 | 0% | -0.5% | -2% | 2% | 0.3%
Cc1cccc(C)c1NC(=O)CN1C(=O)N(C)Cc2ccccc21 | -11% | -0.3 | 75 | 0.4% | i | 41 | -5% | -0.1% | 10% | -7% | -0.1%
CCC(C)[C@H](NC(=O)N1CC(=O)Nc2ccccc21)C(=O)N[C@@H](C(=O)O)c1ccccc1 (stereo not given in full) | -8% | -0.9 | 72 | 2.8% | i | 42 | 7% | 0.5% | 10% | 4% | 1.4%
O=C(CCNS(=O)(=O)c1cccc2nsnc12)NC1CCCc2ccccc21 (stereo not given) | -2% | -1.3 | 76 | 0.7% | i | 14 | 2% | -0.9% | 11% | 5% | 0.2%
CC1(C)CSC(=NCCc2ccccc2)N1 | 0% | -0.4 | 55 | 0.0% | i | 26 | 2% | -0.4% | -6% | -4% | 0.4%
COc1cccc(C(O)c2nccn2Cc2ccccc2)c1OC (stereo not given) | 13% | -0.1 | 82 | 0.1% | i | 46 | 7% | -1.1% | 18% | 9% | 1.8%[50 µM]
O=C(Nc1cccc(NC(=O)c2sc3ccccc3c2Cl)c1)c1ccco1 | -7% | 1.4 | 69 | 7.9% | i | 37 | 2% | -1.0% | 10% | 2% | 2.8%
CCC1C(=O)NCCN1C(=O)c1cc(COc2cc(C)ccc2C)on1 (stereo not given) | -9% | -0.8 | 56 | 6.4% | i | 16 | -4% | -0.7% | 13% | 14% | 0.2%
Cc1nn(CCC(N)=O)c2nc(-c3cccs3)cc(C(F)(F)F)c12 | -13% | 4.4 | 64 | 7.7% | i | 46 | 0% | -1.2% | 2% | 8% | 3.1%
Cn1cc(/C=C/C(=O)N2CCCC(C(=O)c3cccc4ccccc34)C2)cn1 (stereo not given) | -1% | -0.6 | 67 | 3.9% | i | 38 | -9% | 0.8% | . | 10% | 0.1%
CCOc1ccccc1NC(=S)N1CCN(c2nc(-c3cccc(OC)c3)cs2)CC1 | -5% | 1.6 | 45 | 4.3% | i | 31 | -8% | -0.7% | 4% | 6% | 6.5%
CCN(CC)S(=O)(=O)c1ccc2c(c1)N(CC(=O)N(CCc1ccncc1)C(C)C)C(=O)CO2 | 5% | -1.6 | 33 | 0.5% | i | 47 | -2% | -0.6% | 11% | 6% | -0.6%

In the list so far, these have a COOH group.
SMILES | PhoP inhibition | NTR1 agonist | NTR1 agonist cell count 20 µM | RSV antiviral HEp-2 | T cell HTS | T cell HTS vesicle-bound % | Dengue-2 NS5 capping | West Nile virus CPE | Large T inhibition | MgcRacGAP inhibition | K1F lysis inhibition | others
O=C(O)c1cccc(NC(=S)NCc2ccccc2)c1 | 1% | -1.4 | 55 | 1.4% | i | 33 | 1% | -0.1% | -3% | 14% | 3.4%
CCC(C)[C@H](NC(=O)N1CC(=O)Nc2ccccc21)C(=O)N[C@@H](C(=O)O)c1ccccc1 (stereo not given in full) | -8% | -0.9 | 72 | 2.8% | i | 42 | 7% | 0.5% | 10% | 4% | 1.4%

Compounds from the list above containing fluorine (7):
SMILES | PhoP inhibition | NTR1 agonist | NTR1 agonist cell count 20 µM | RSV antiviral HEp-2 | T cell HTS | T cell HTS vesicle-bound % | Dengue-2 NS5 capping | West Nile virus CPE | Large T inhibition | MgcRacGAP inhibition | K1F lysis inhibition | others
Fc1ccc(-c2nc(-c3cccs3)[nH]c2-c2ccc(F)cc2)cc1 | 8% | 17 | 45 | 4.9% | i | 44 | -5% | -0.5% | 0% | 7% | 0.4%
O=C(CCc1nc(-c2cccs2)no1)NCc1ccc(F)cc1Cl | 13% | -1.8 | 55 | 2.4% | i | 39 | 0% | -0.1% | 9% | 4% | 0.3%
CC1CCCC(NC(=O)COC(=O)/C=C/c2ccc(F)cc2)C1C (stereo not given) | . | 3.9 | 44 | . | i | 10 | -1% | . | . | 5% | 0.8%[50 µM]
CCOC(=O)N1CCN(Cc2c(F)cccc2Cl)CC1 | 1% | 0.0 | 85 | . | i | 36 | 1% | -0.1% | 8% | 17% | 8.8%
COc1cc2c(cc1OC)C(C(=O)Nc1ccc(F)c(Cl)c1)CC(=O)N2 (stereo not given) | 5% | 0.3 | 62 | 2.0% | i | 32 | -7% | -0.6% | 5% | 6% | 0.8%
COc1ccccc1C(=O)N1CC(=O)Nc2ccc(F)cc2C1c1ccccc1 (stereo not given) | 0% | -0.3 | 48 | 1.9% | i | 58 | -13% | 0.9% | 6% | 2% | 0.2%
Cc1nn(CCC(N)=O)c2nc(-c3cccs3)cc(C(F)(F)F)c12 | -13% | 4.4 | 64 | 7.7% | i | 46 | 0% | -1.2% | 2% | 8% | 3.1%
